Bioassay records: PubChem BioAssay, National Center for Advancing Translational Sciences (NCATS)
HP1b binding inh – blocks HP1-beta chromodomain binding to methylated histone tails; P83916; AlphaScreen HP1-beta / biotin-H3K9me3 peptide binding; Potency, µM (top dose mostly 114 µM), without a hit: at the highest dose activity change, negative = inhibition, most hits filed as inhibitors; 390,000 compounds, 0.56% hits; AID 540317; note: potency is the fitted concentration of half-maximal effect; nearly all actives have a fitted effect of over 70% in size; inactives centre near 23
Target sequence (P83916 whole entry, looked up): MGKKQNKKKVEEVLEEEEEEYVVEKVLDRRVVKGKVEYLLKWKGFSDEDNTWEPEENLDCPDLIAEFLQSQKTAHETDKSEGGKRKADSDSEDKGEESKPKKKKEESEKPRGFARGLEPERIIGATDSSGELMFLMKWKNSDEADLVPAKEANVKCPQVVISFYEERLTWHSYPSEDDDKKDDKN
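HP1-beta protein (50 nM final) preincubated 30 min at room temperature with biotinylated H3(1-18)K9me3 peptide (50 nM) in PBS pH 7.4, 0.01% Tween-20, then compound added for 30 min. AlphaScreen streptavidin donor/nickel chelate acceptor beads (10 ug/mL final), 30 min dark, luminescence read.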
GLS inh – inhibitors of human glutaminase (GLS); GLS enzymatic activity, qHTS titration; Potency, µM (series often up to 45.5 µM), for the others: at the top dose activity change, negative = inhibition, actives largely listed as inhibitors; O94925; 410,000 compounds, 0.21% hits; note: potency is the fitted concentration of half-maximal effect; % is set by controls: 0 for no effect and ±100 for the full control effect
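Human kidney-isoform GLS in 45 mM KH2PO4 pH 8.2, 0.02% Tween-20, with compound, started with 1mM L-Glutamine (added stock). Glutamate oxidase/HRP/Amplex red coupled fluorescence read at start and after 30 min at RT.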
BAZ2B block – inhibitors of human BAZ2B bromodomain. Q9UIF8. AlphaScreen BAZ2B-H3K14Ac peptide displacement. Potency, µM (top dose mostly 114 µM), for inactives: at the highest dose activity change, negative = inhibition, hits mostly inhibitors. 360,000 compounds, 4.4% hits. AID 504333; note: potency is the fitted concentration of half-maximal effect; % is set by controls: 0 for no effect and ±100 for the full control effect; nearly all actives have a fitted effect of over 60% in size
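AlphaScreen displacement: compounds (up to 110uM) incubated 30 min at room temperature with a preformed 50 nM BAZ2B/50 nM biotinylated H3K14Ac peptide complex in PBS pH 7.4 with Tween-20. Donor and acceptor beads at 10 ug/mL final added, 20 min light-protected before reading.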
Tb PGK inh – inhibitors of T. brucei phosphoglycerate kinase; 380,000 compounds, 0.043% hits; Potency, µM (titrated, usually from 57.5 µM), without a hit: at the highest dose activity change, negative = inhibition, actives largely listed as inhibitors; AID 602233; PGK/GAPDH coupled, Kinase-Glo luminescence, 60 min; P07378; note: potency is the fitted concentration of half-maximal effect; % is set by controls: 0 for no effect and ±100 for the full control effect; nearly all actives have a fitted effect of over 60% in size
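Luminescent ATP detection (Kinase-Glo Plus) follows a 60-minute room-temperature incubation, with wells lacking PGK as controls. Buffer: 100 mM TEA (pH 7.6), 5 mM MgCl2, 0.01% Tween-20. Coupling enzyme GAPDH (100 nM final) supplies unstable 1,3-BPG in-well.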
JMJD2A Tudor – blocks the human JMJD2A Tudor domain | O75164 | AlphaScreen JMJD2A-Tudor / H3K4me3 peptide binding | Potency, µM (titrated, usually from 114 µM), inactives show top-dose activity change, negative = inhibition, actives largely listed as inhibitors | 390,000 compounds, 4.4% hits; note: potency is the fitted concentration of half-maximal effect; % is set by controls: 0 for no effect and ±100 for the full control effect; nearly all actives have a fitted effect of over 50% in size
Pol eta inh – blocks human DNA polymerase eta activity | Potency, µM (titrated, usually from 114 µM), for inactives: at the highest dose activity change, negative = inhibition, most hits filed as inhibitors | AID 588591 | Q9Y253 | 390,000 compounds, 1.2% hits | recombinant Pol eta, fluorescent DNA replication assay; note: potency is the fitted concentration of half-maximal effect; % is set by controls: 0 for no effect and ±100 for the full control effect
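Fluorescent replication assay: 50 nM final substrate added after a 15 min room-temperature compound preincubation with 10 nM enzyme. Signal taken at 0 min and again at 10 min.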
G9a inh – blocks human histone lysine methyltransferase G9a; Q96KQ7; 350,000 compounds, 8.8% hits; G9a H3K9 monomethylation, AlphaScreen, 2 h; Potency, µM (top dose mostly 102 µM), without a hit: at the highest dose activity, negative = inhibition, hits mostly inhibitors; note: potency is the fitted concentration of half-maximal effect; % is set by controls: 0 for no effect and ±100 for the full control effect; nearly all actives have a fitted effect of over 75% in size
Target sequence (Q96KQ7 913-1193 limits assumed): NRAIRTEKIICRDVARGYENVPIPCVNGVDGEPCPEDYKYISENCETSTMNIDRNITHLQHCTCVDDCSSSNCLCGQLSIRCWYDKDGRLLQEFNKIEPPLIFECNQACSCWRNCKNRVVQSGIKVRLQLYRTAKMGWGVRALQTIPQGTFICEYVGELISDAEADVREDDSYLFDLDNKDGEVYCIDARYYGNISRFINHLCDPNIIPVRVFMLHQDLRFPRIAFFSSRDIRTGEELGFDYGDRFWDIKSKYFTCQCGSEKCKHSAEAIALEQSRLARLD
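Readings reflect AlphaScreen signal from monomethyl-H3K9 antibody detection. HMT at 20 nM; substrate b-H3K9 500 nM; cofactor SAM 20 uM; 2 h RT reaction; compounds tested as titrations in qHTS with 15 min preincubation.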
Pin1 inhibitor – blocks the human prolyl isomerase Pin1. Q13526. Pin1 FP peptide displacement, HiFluor488, 10 min. Potency, µM (top dose mostly 115 µM), for the others: at the highest dose activity, negative = inhibition, hits mostly inhibitors. 390,000 compounds, 0.009% hits. AID 504891; active = well fitted inhibition curve with a large enough effect in the polarisation, with a control signal flat, not every such curve was filed as active; inconclusive = small, poorly fitted or top-dose-only effect, or effect the other way, or a change in a side signal; inactive = no such curve, though single readings can be large or run the other way; the % refers to the polarisation; note: potency is the fitted concentration of half-maximal effect; % is set by controls: 0 for no effect and ±100 for the full control effect
PI4K2A block – PI4K2A (human) kinase inhibition | purified PI4K2A, ADP-Glo luminescence, 1 h; stronger effect = lower value | 420,000 compounds, 0.13% hits | activity change, negative = inhibition, % at 76.9 µM; in the data active = activity change below about -50%; inconclusive = mostly about -30% to -49%;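 note: -100% = wells without enzyme as full effect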
Target sequence (Q9BTU6 whole entry, looked up): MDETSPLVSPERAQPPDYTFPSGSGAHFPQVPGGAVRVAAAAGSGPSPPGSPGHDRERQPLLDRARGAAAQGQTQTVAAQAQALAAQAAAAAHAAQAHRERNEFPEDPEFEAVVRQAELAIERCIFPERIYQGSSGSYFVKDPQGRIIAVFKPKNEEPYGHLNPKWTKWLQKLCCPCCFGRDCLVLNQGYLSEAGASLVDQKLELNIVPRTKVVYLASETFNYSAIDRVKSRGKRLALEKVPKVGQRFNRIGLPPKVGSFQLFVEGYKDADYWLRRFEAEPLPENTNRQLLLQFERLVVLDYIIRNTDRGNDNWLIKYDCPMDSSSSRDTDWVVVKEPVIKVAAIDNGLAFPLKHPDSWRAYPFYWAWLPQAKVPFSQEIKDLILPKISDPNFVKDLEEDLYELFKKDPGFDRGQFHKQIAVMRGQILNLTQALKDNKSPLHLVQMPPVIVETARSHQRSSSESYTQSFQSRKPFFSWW
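Compounds are screened against recombinant PI4K2A using PI as substrate and ATP, the latter dispensed at 300 microM. Reactions run one hour at ambient temperature before ADP-Glo detection; full inhibition defined by wells lacking enzyme.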
* marks the source's active call; other numbers are inactive results; i = inactive; ? = inconclusive; nt = no result given; & = joins results of further samples; [ ] = dose if it differs, or a comment. Unless noted, calls come from the whole dose curve; as a rule, active = well fitted curve in the direction sought with a large enough effect; inconclusive = small, poorly fitted or top-dose-only effect, or another doubt; inactive = no such curve, though single readings can be large; an effect the other way counts as inactive or inconclusive. Some of the compounds tested (hit frequency here may not be typical).

cpd | canonical_smiles | HP1b binding inh | GLS inh | BAZ2B block | Tb PGK inh | JMJD2A Tudor | Pol eta inh | G9a inh | Pin1 inhibitor | PI4K2A block
1 | O=C(N/N=C1\CCc2ccccc21)c1ccc(O)cc1 | 13.2% | -22.9% | -10.5% | -14.6% | -9.5% | -3.7% | 9.8%[59 µM] | -2.3% | -11.9
2 | Cc1ccc(Nc2nc(N)nc(CN3CCN(C(=O)c4ccco4)CC3)n2)cc1Cl | -1.2% | 16.6% | -80.3% | -0.3% | ? | -10.0% | 50.1µM* | 15.0% | 13.2
3 | CC(=O)c1c(C)oc2ccc(NS(=O)(=O)c3ccccc3)cc12 | 39.0% | 25.4% | -9.8% | -1.5% | -4.5% | -11.4% | -1.5% | -0.7% | 1.7
4 | CCN(C(=O)c1cc2c(Cl)nc3ccc(C)cc3c2s1)c1cc(OC)ccc1OC | 37.9% | -1.0% | -21.4% | -6.9% | -10.3% | -15.8% | 2.9%[59 µM] | -5.3% | -2.4
5 | Cc1ccccc1/C(N)=N/OC(=O)N1c2ccccc2Sc2ccccc21 | ? | ? | ? | -0.7% | ? | -9.0% | ? | 9.5% | -5.6
6 | C[C@H](CO)N1C[C@H](C)[C@@H](CN(C)S(C)(=O)=O)Oc2ccc(NC(=O)c3ccncc3)cc2C1=O | 34.2% | 0.0% | nt | -6.7% | -1.4% | -4.4% | nt | -6.0% | -0.2
7 | CCCN1c2cccc3cccc(c23)S1(=O)=O | 132.8%[activator] | -19.5% | 90.6%[activator] | 7.7% | 86.4%[activator] | -2.5% | 84.8%[activator][59 µM] | -4.6% | -5.3
8 | CCC(C)N(C(=O)COC(=O)CN=C1NS(=O)(=O)c2ccccc21)C1CCS(=O)(=O)C1 (stereo not drawn) | 18.2% | -0.8% | -1.5% | -11.9% | -1.4% | 2.6% | 14.7%[59 µM] | -0.6% | -1.1
9 | Cc1nnsc1C(=O)Nc1ccc(S(=O)(=O)N2CCC(C)CC2)cc1 | 44.8%[activator] | -3.3% | -16.2%[57.1 µM] | 6.4% | -12.8% | -3.6% | 19.3% | -0.3% | 3.1
10 | COC(=O)CN(c1ccc(F)cc1)S(=O)(=O)c1ccccc1 | 25.1% | 14.5% | 6.9% | 2.2% | 1.3% | 5.0% | -22.0%[12.7 µM] | 0.4% | 0.7
11 | CC1(C)CC(=O)N(CC(=O)N2CCN(c3ncccn3)CC2)c2ccccc2S1(=O)=O | 24.5% | -4.5% | 4.5% | i | -9.9% | -4.4% | ? | 2.9% | -2.7
12 | CC(C)Nc1c(N)c(=O)oc2ccccc12 | 5.4% | 8.5% | -5.7% | 1.9% | -12.7% | -9.3% | -45.1% | -1.4% | -3.5
13 | CC(=O)c1nn(-c2ccc(C)cc2)cc1C(=O)c1cccc(Br)c1 | 7.8% | 2.7% | nt | i | -11.2% | -15.9% | nt | -1.9% | -1.7
14 | CCOc1ccc(C(=O)NC2CCN(C(=O)N3CCCC3)CC2)cc1 | 33.1% | 3.3% | 9.7% | -9.3% | -3.6% | -16.3% | 2.5%[59 µM] | -0.2% | 4.4
15 | Cc1cc(C)c2c(C)[nH]nc2n1 | 0.6% | -3.0% | -0.5% | 7.0% | -3.8% | -4.4% | -7.8%[12.7 µM] | -2.5% | 0.3
16 | COc1ccc(N2C(=O)CC(NCc3cccc(F)c3)C2=O)cc1 (stereo not drawn) | 24.2% | 1.3% | 1.2% | -14.0% | -17.5% | 2.2% | -13.2% | -0.7% | 6.1
17 | Cc1cccn2c(=O)c(C(=O)NCCCN3CCCCC3C)c(O)nc12 (stereo not drawn) | 25.2%&3.0% | -1.5%&-2.0% | -12.9%&-6.9% | 2.1%&-3.9% | 4.1%&-21.5% | -11.7%&3.9% | -12.7% | -10.5%&2.0% | -1.8&0.2
18 | COc1cccc(NC2c3ccccc3C(=O)N2Cc2ccco2)c1 (stereo not drawn) | 9.3% | 5.1% | -36.0% | -2.7% | ? | -6.9% | 50.1µM* | -5.4% | -14.7
19 | CC(C)c1ccc(NC(=O)N(CCc2nc3ccccc3[nH]2)C2CCCC2)cc1 | 19.0% | 4.8% | 11.1%[57.1 µM] | i | 0.0% | -2.5% | -6.4%[59 µM] | 8.1% | 7.6
20 | Cc1ccc(NNC(=O)CCc2ccccc2)c(C)c1 | 29.4% | -14.3% | -5.3% | -5.5% | 2.1% | -19.6% | 31.6µM* | 3.8% | -0.9
21 | Fc1ccc(-c2[nH]ncc2CN(CC2CCC2)CC2CCCO2)c(F)c1 (stereo not drawn) | 30.4% | 9.8% | -0.1% | 4.9% | -4.8% | -11.8% | nt | -2.9% | 0.8
22 | Cc1ccc(S(=O)(=O)NC(=O)COc2ccc([N+](=O)[O-])cc2)cc1 | 2.1% | 7.6% | -4.2% | 19.0% | -15.1% | -15.4% | ? | 5.4% | -0.3
23 | O=C(O)c1nn(CC(=O)N(C2CCCCC2)C2CCCCC2)c(=O)c2ccccc12 | 35.5% | 5.8% | -13.4% | 2.2% | -4.8% | -7.1% | 2.0% | 1.8% | 3.4
24 | CC1CCN(S(=O)(=O)c2ccc(C(=O)NC3CCS(=O)(=O)C3)cc2)CC1 (stereo not drawn) | 31.7% | 3.0% | 8.8% | 8.5% | 0.0% | -3.7% | 7.0% | -1.8% | 5.2
25 | Cc1ccc2nc(SCC(=O)Nc3ccc(Br)cc3)nc(=O)n2c1 | 57.7%[activator] | 0.6% | -5.0% | 2.0% | -8.6% | -3.3% | -7.2%[0.501 µM] | 5.1% | -5.9
26 | O=C(Nc1cccc(S(=O)(=O)N2CCOCC2)c1)c1cnccn1 | 56.9%[activator] | 1.3% | -4.4% | i | 0.0% | -3.0% | 27.8% | 0.8% | -2.6
27 | Cn1cc(S(=O)(=O)NC2CCCC2)c(=O)n(C)c1=O | 18.1% | 2.9% | 11.4% | -6.0% | -8.9% | -8.8% | 0.7% | -6.1% | 2.5
28 | COc1ccccc1C/C(N)=N/OC(=O)c1cccc([N+](=O)[O-])c1C | 22.7% | -0.4% | 1.8% | 12.4% | -4.5% | -10.2% | 7.3%[59 µM] | 2.0% | 1.1
29 | CC(=O)c1cccc(NC(=O)Nc2ccccc2)c1 | 53.8%[activator] | 15.8% | 9.8% | 7.7% | -3.8% | 0.3% | 21.1% | 6.4% | 3.6
30 | CCS(=O)(=O)N1CCN(c2ccc([N+](=O)[O-])c(NCC3CCCO3)c2)CC1 (stereo not drawn) | -15.8% | 3.8% | -20.7% | i | -32.1% | -8.2% | -19.3% | 6.5% | -2.6

Next records:
cpd | canonical_smiles | HP1b binding inh | GLS inh | BAZ2B block | Tb PGK inh | JMJD2A Tudor | Pol eta inh | G9a inh | Pin1 inhibitor | PI4K2A block
31 | O=c1cc([O-])[n+]2c3n1CCCN3CCC2 | 12.0% | 16.5% | 3.7% | 2.0% | 2.0% | 1.7% | 13.1%[59 µM] | -6.4% | 2.4
32 | CC1=CC(=O)CC(C)(C)C1(O)/C=C/C(C)=C/C(=O)O (stereo not drawn) | 36.3% | -3.3% | 0.3% | i | -10.9% | -7.7% | nt | -0.1% | 2.2
33 | O=[N+]([O-])c1ccc(N2CCCCC2)cc1SCCO | 34.2% | -0.3% | -12.0% | -6.3% | -21.3% | -9.7% | ? | 3.0% | -3.5
34 | CC(=O)N1CCN(S(=O)(=O)c2cccc(C(=O)Nc3ccccc3N3CCCC3)c2)CC1 | 33.7% | -31.0% | 3.0% | 0.8% | -15.8% | -1.1% | 7.4%[0.501 µM] | 2.1% | -4.1
35 | Cc1ccc(S/C(=N\S(=O)(=O)c2ccc(Cl)cc2)c2ccccc2)cc1 | 172.8% | 24.7% | 15.5% | -7.2% | 3.0% | -13.2% | ? | 4.7% | -8.0
36 | Cc1[nH]c2ccccc2c1C(=O)C(C)OC(=O)C1CCC1 (stereo not drawn) | 36.3% | 2.6% | 29.4% | 3.3% | -10.3% | ? | -7.2%[0.501 µM] | -2.3% | -2.9
37 | COc1ccc(-c2nnc(SCc3csc(N)n3)n2C)cc1 | 26.3% | 13.2% | -0.6% | -11.4% | -15.4% | -8.5% | -1.6% | -0.7% | -5.4
38 | Cc1cc(C)cc(OCC(=O)NC2CCCc3ccccc32)c1 (stereo not drawn) | 81.2%[activator] | -7.4% | 31.2%[activator] | 0.1% | 33.8% | -8.0% | 25.1%[59 µM] | 1.5% | -3.5
39 | Nc1nc(CSc2ncccn2)nc(Nc2ccccc2)n1 | 21.3% | -7.4% | ? | i | -4.2% | 5.8% | -34.9%[59 µM] | -1.3% | 1.4
40 | O=S(=O)(NCc1csc(-c2ccccc2)n1)c1ccccc1 | 14.3% | -10.8% | 6.4% | nt | -4.0% | nt | 2.4%[59 µM] | -3.7% | 2.7
41 | Cc1cc(NC(=O)c2ccc(-c3ccc(Br)cc3)o2)cc(-c2nc3ncccc3o2)c1O | 35.6% | -2.7% | -14.7% | 0.5% | -8.6% | -19.0% | 9.7%[59 µM] | -3.3% | -4.0
42 | O=C(Nc1cccc(NC(=O)c2ccc(Cl)cc2)n1)c1ccc(Cl)cc1 | 16.6% | 0.0% | -2.2% | -3.0% | -1.4% | 1.2% | nt | 0.7% | 1.2
43 | COC(=O)c1c(C)[nH]c(C(=O)NCCc2ccc(S(N)(=O)=O)cc2)c1C | 1.9% | -4.3% | -19.3% | i | -20.1% | -13.6% | -3.6% | 2.8% | 0.0
44 | Clc1ccc(C2CC(c3cccs3)n3ncnc3N2)cc1 (stereo not drawn) | 2.7% | -2.2% | -24.8% | 0.0% | -17.6% | -15.5% | 0.8% | 0.4% | -2.3
